RNase H inhibition: RNase H inhibition, HIV 1 Gag Pol polyprotein, FRET biochemical assay, screening (AID 372). 100,000 compounds, 0.77% hits. HIV-1 RT RNase H, FRET RNA/DNA substrate fluorescence; higher % means a stronger effect. one-dose inhibition, % at 10 µM; IC50 in µM for titrated hits; in the data active = inhibition above about 50%
An asterisk follows results filed as active.

SMILES	RNase H inhibition
O=C(Cn1cnc([N+](=O)[O-])n1)Nc1cc(Sc2ccc(Br)cc2)cc([N+](=O)[O-])c1	7%
CCOC(=O)c1cccc(NC(=O)c2cccc([N+](=O)[O-])c2C)c1	14%
C/C(Cl)=C/Cc1c(C)[nH]c2ccc(Br)cc2c1=O	10%
CCCCNc1c2c(nc3ccccc13)CC(C)(C)CC2=O	11%
Cc1ccc(NC(=O)CN2C(=O)c3ccccc3C2=O)c(C(=O)O)c1	1%
Cc1ccc(C=Nn2c(-c3ccc(Cl)cc3Cl)n[nH]c2=S)cc1	23%
O=C(Nc1ccccc1Cl)c1cc(-c2ccco2)nc2ccccc12	4%
CC(NS(=O)(=O)c1ccc([N+](=O)[O-])cc1)C(=O)O (stereo not given)	13%
C=CCc1cccc(/C=N/N2CCN(c3ccc(Cl)cc3)CC2)c1O	13%
O=C1NC(=O)/C(=C\c2ccc(-c3cccc(Cl)c3)o2)S1	45%
COc1ccccc1NC(=O)C1=C(C)NC(=S)NC1c1ccc(O)cc1 (stereo not given)	4%
COc1ccc(C2CC(=O)C3=C(C2)NC(C)=C(C(=O)OCCc2ccccc2)C3c2ccccc2Cl)cc1 (stereo not given)	19%
CCCCCOC(=O)C1=C(C)NC2=C(C(=O)CCC2)C1c1cc(OC)c(OC)c(OC)c1 (stereo not given)	10%
COc1ccc(C2CC(=O)C3=C(C2)NC(C)=C(C(=O)OCCOc2ccccc2)C3c2ccc(Br)cc2)cc1 (stereo not given)	25%
O=C(N/N=C/c1cccc(Cl)c1Cl)c1ccc(O)cc1	0%

An excerpt from above in order of SMILES length, rising:
SMILES	RNase H inhibition
CCCCNc1c2c(nc3ccccc13)CC(C)(C)CC2=O	11%
C/C(Cl)=C/Cc1c(C)[nH]c2ccc(Br)cc2c1=O	10%
C=CCc1cccc(/C=N/N2CCN(c3ccc(Cl)cc3)CC2)c1O	13%

(continued)
SMILES	RNase H inhibition
O=C(NCc1cccnc1)/C(=C/c1cccc(Oc2ccccc2)c1)NC(=O)c1ccccc1	0%
COc1ccc(NC(=O)c2ccc(C)c([N+](=O)[O-])c2)cc1	6%
COc1ccc(/C=N/NC(=O)c2ccn(Cc3ccc(Cl)cc3Cl)n2)cc1OC	3%
O=C(Cc1ccc([N+](=O)[O-])cc1)N1c2ccccc2Sc2ccccc21	8%
Cc1oc2c(CN3CC4(C)CC3CC(C)(C)C4)c(O)ccc2c(=O)c1-c1nc2ccccc2s1 (stereo not given)	0%
CCOc1cc(C=O)ccc1OCCOc1ccc(C)cc1	15%
O=C(/C=C/c1cccc([N+](=O)[O-])c1)Nc1ccc(NC(=O)c2cccs2)cc1	24%
COc1ccc(/C=N/NC(=O)CSc2nnc(-c3ccccc3)n2-c2ccccc2)c(OC)c1OC	4%
Cc1ccc(N(CC(=O)Nc2cccc(Cl)c2Cl)S(=O)(=O)c2ccc(F)cc2)cc1	12%
O=C(/C=C/c1ccc(Cl)cc1Cl)N1CCN(c2ccc(F)cc2)CC1	6%
COc1ccc(OCCCCNC(C)(C)C)cc1	18%
CCC(C)(C)C1CCC2(CC1)NC(=S)N(c1ccc(C)cc1)N2 (stereo not given)	8%
CCCCCCCSc1nnc(-c2ccc(Cl)cc2Cl)o1	24%
CCc1ccc(OCCNc2cc(N3CC(C)NC(C)C3)ccc2[N+](=O)[O-])cc1 (stereo not given)	19%
COc1ccc(C2CC(=O)C3=C(C2)NC(C)=C(C(=O)OCCOc2ccccc2)C3c2cc(Cl)c(O)c(OC)c2)cc1 (stereo not given)	2%

Given with bars between the fields: part of the list above.
SMILES | RNase H inhibition
O=C(/C=C/c1ccc(Cl)cc1Cl)N1CCN(c2ccc(F)cc2)CC1 | 6%
COc1ccc(OCCCCNC(C)(C)C)cc1 | 18%

Next compounds follow.
SMILES	RNase H inhibition
C=CCN1C(=O)/C(=C\c2ccc(OCc3ccc(Cl)c(Cl)c3)c(OC)c2)SC1=S	6%
CS(=O)(=O)N(CC(=O)NC1CC1)c1cccc2ccccc12	11%
O=C(Nc1ccccc1C(=O)Nc1ccccc1Cl)c1ccco1	10%
O=C(/C=C/c1cccc(NC(=O)c2ccc([N+](=O)[O-])cc2)c1)c1ccccc1	7%
C#CCn1/c(=N\C(=O)Nc2ccc(Cl)cc2)sc2cc(C)ccc21	0%
Cc1nn(-c2ccccc2)c(C)c1Sc1ccc(Cl)cc1	11%
CCOc1ccc(NC(=O)C2=C(C)NC(=S)NC2c2ccccc2F)cc1 (stereo not given)	9%
Cn1c(CSc2nc3ccccc3s2)nnc1SCC(=O)NCCO	8%
N#CC1=C(N)Oc2cc(O)ccc2C1c1cccc(Oc2ccc(Cl)cc2)c1 (stereo not given)	49%
COc1cc2c(cc1OC)C(c1ccc(C)o1)SC(c1ccc(C)o1)=N2 (stereo not given)	12%
Cc1c(Cl)c([N+](=O)[O-])nn1CC(=O)Nc1ccc(S(N)(=O)=O)cc1	5%
C#CCN1C(=O)C(=O)c2cc(Br)ccc21	25%
N#Cc1cnc(N)c(C#N)c1Nc1ccccc1	6%
O=C(N/N=C\C(Br)=C\c1ccccc1)c1cnccn1	8%
C=C(C)CSc1nnc2n(-c3ccc(OC)cc3)c(=O)c3c4c(sc3n12)CCCC4	10%
CCc1c(C)nc2ccc(C)cc2c1SCC(=O)O	0%
O=C1C(=O)N(c2ccccc2)C(c2cccc([N+](=O)[O-])c2)/C1=C(\O)c1ccc(Br)cc1 (stereo not given)	3%
COc1cc(C=O)ccc1OCCCOc1ccc(C)cc1I	20%
COc1ccccc1CC(=O)Nc1cccc(F)c1	0%
Cc1ccccc1-c1n[nH]c(=S)n1C	5%
O=C(O)/C=C\C(=O)Nc1ccc(C(=O)c2ccccc2)cc1	2%
CC1(C)N=C(c2c(F)c(F)c(F)c(F)c2F)N(O)C1(O)c1ccccc1 (stereo not given)	3%
CN1C(=O)/C(=N/OC(=O)c2ccc(Cl)cc2)c2ccccc21	10%
N#Cc1ccc(/C=N/NC(=O)c2sc3ccccc3c2Cl)cc1	19%
Cn1ccnc1SCc1ccc(Br)cc1	9%
Clc1ccc(-c2onc3ccc(Cl)cc23)cc1	0%
COCCNC(=O)c1cc2nc(-c3ccc([N+](=O)[O-])cc3)cc(C(F)(F)F)n2n1	6%
NS(=O)(=O)c1ccc(CCNS(=O)(=O)c2cc(Cl)ccc2Cl)cc1	9%
COc1cccc(-c2nc(-c3cccnc3)no2)c1	25%
CCc1ccc(-c2nc(-c3cccnc3)no2)cc1	19%
O=C(O)CCSc1nc2ccccc2n1Cc1ccccc1	7%
CCOc1cc(OCC)cc(C(=O)Nc2ccc(-c3nc4ncccc4o3)cc2)c1	13%
N/C(=N\c1nc2ccccc2o1)NC(=O)c1ccc(F)cc1	3%
O=C(N=Nc1c(O)n(CN2CCOCC2)c2ccccc12)c1ccncc1	0%
CC1(C)CC(NC(=O)c2cccc(Br)c2)CC(C)(C)N1	1%
COc1ccc(Cl)cc1NC(=O)c1ccc(C(=O)Nc2cc(Cl)ccc2OC)cc1	0%
O=C(Nc1ncccc1Cl)C1CCCO1 (stereo not given)	18%
COc1cc(/C=C2\SC(=N)N(c3ccc4c(c3)OCO4)C2=O)ccc1OCC(=O)O	11%
CC1S/C(=N/N=C/c2ccccc2Cl)NC1=O (stereo not given)	36%
Cc1cccc(-c2nc3cc(NC(=O)c4sc5ccccc5c4Cl)ccc3o2)c1	37%
O=C(CSc1ccc(C(=O)O)cc1)Nc1ccccc1	15%
COc1ccccc1C(=O)Nc1ccc([N+](=O)[O-])cc1C	19%
N#Cc1c(/N=C/c2ccccc2[N+](=O)[O-])sc2c1CCCC2	5%
N/C(Cc1cccs1)=N\OC(=O)C12CC3CC(CC(C3)C1)C2	9%
CCOc1ccc(N2C(=O)CC(NCCc3ccc(OC)cc3)C2=O)cc1 (stereo not given)	14%
COc1cc(C2C(C#N)=C(N)Oc3[nH]c(=O)[nH]c(=O)c32)cc(OC)c1OC (stereo not given)	3%
C1=CC2CC1CC2CN1CCN(Cc2cccnc2)CC1 (stereo not given)	5%
COc1cccc(C2NC(=O)NC(C)=C2C(=O)OC2CCCCCC2)c1 (stereo not given)	9%
CCOC(=O)c1sc(NC(=O)CN2CCCCC2)c(C(=O)OCC)c1C	12%
C/C(=N\N1CCN(Cc2ccc(Cl)cc2)CC1)c1ccccc1O	5%
N#C/C(=C/c1ccc(OCC(=O)O)cc1)C(=O)NCc1ccccc1	11%
COc1cc(/C=N/N=C(N)N)ccc1OCc1ccccc1	16%
CN(N)c1nc(N2CCCCC2)nc(N2CCCCC2)n1	6%
Cn1cccc/c1=N\c1cccc[n+]1C	13%
Cc1[nH]c2ccccc2c1-c1csc(-c2ccc(O)cc2)n1	14%
Cc1ccc(S(=O)(=O)N2CCCCC2)cc1[N+](=O)[O-]	10%
CCOc1ccc(NC(=O)C(=O)N/N=C/c2cccs2)cc1	13%
Cc1cc(OCC(=O)Nc2cc(-c3nc4ccccc4o3)ccc2C)ccc1Cl	31%
CCc1ccc(N2CC(C(=O)NC)CC2=O)cc1 (stereo not given)	6%
CCOc1ccc(NC(=O)CN(c2cccc(OC)c2)S(=O)(=O)c2ccccc2)cc1	12%

Compounds shown so far with a nitro group on carbon:
SMILES	RNase H inhibition
O=C(Cn1cnc([N+](=O)[O-])n1)Nc1cc(Sc2ccc(Br)cc2)cc([N+](=O)[O-])c1	7%
CCOC(=O)c1cccc(NC(=O)c2cccc([N+](=O)[O-])c2C)c1	14%
CC(NS(=O)(=O)c1ccc([N+](=O)[O-])cc1)C(=O)O (stereo not given)	13%
COc1ccc(NC(=O)c2ccc(C)c([N+](=O)[O-])c2)cc1	6%
O=C(Cc1ccc([N+](=O)[O-])cc1)N1c2ccccc2Sc2ccccc21	8%
O=C(/C=C/c1cccc([N+](=O)[O-])c1)Nc1ccc(NC(=O)c2cccs2)cc1	24%
CCc1ccc(OCCNc2cc(N3CC(C)NC(C)C3)ccc2[N+](=O)[O-])cc1 (stereo not given)	19%
O=C(/C=C/c1cccc(NC(=O)c2ccc([N+](=O)[O-])cc2)c1)c1ccccc1	7%
Cc1c(Cl)c([N+](=O)[O-])nn1CC(=O)Nc1ccc(S(N)(=O)=O)cc1	5%
O=C1C(=O)N(c2ccccc2)C(c2cccc([N+](=O)[O-])c2)/C1=C(\O)c1ccc(Br)cc1 (stereo not given)	3%
COCCNC(=O)c1cc2nc(-c3ccc([N+](=O)[O-])cc3)cc(C(F)(F)F)n2n1	6%
COc1ccccc1C(=O)Nc1ccc([N+](=O)[O-])cc1C	19%
N#Cc1c(/N=C/c2ccccc2[N+](=O)[O-])sc2c1CCCC2	5%
Cc1ccc(S(=O)(=O)N2CCCCC2)cc1[N+](=O)[O-]	10%

Next part:
SMILES	RNase H inhibition
Cc1ccc(OCC(=O)O/N=C(\N)c2ccc(Cl)cc2)c(Br)c1	7%
COc1cccc2cc(C(=O)Nc3sc4c(c3C#N)CCCC4)c(=O)oc12	25%
COc1ccc(/C=C(/C#N)C(=O)Nc2cc(C)ccc2C)cc1C(=O)O	3%
CS(=O)(=O)N(CC(=O)N1CCOCC1)c1ccc(Cl)cc1	0%
CCC(C)c1ccc(NC(=S)NC(=O)c2ccccc2C)cc1 (stereo not given)	22%
CCCCOC(=O)c1ccc(NC(=O)Cc2ccc(OC)cc2)cc1	6%
COc1ccc(/C=N/N=C(\N)c2nonc2N)cc1	12%
O=C(CSc1nc2ccc([N+](=O)[O-])cc2s1)NC(c1ccccc1)c1ccccc1	15%
COc1cc(/C=N/NC(=O)c2cccnc2)cc2c1OCO2	10%
O=C(Cc1ccccc1)NN=C1CCCCC1	14%
CCCS(=O)(=O)c1c(S(=O)(=O)CCC)c2c(C)cccn2c1C(=O)OC	4%
CC(C)CCNC(=O)/C=C/c1ccc([N+](=O)[O-])cc1	2%
COc1ccc2oc(-c3ccccc3)c(C(=O)Nc3nccs3)c2c1	0%
Cc1ccc(-c2nc(-c3ccccc3)c(-c3ccc(C(=O)c4ccccc4)cc3)[nH]2)cc1	18%
O=C(/C=C/c1ccco1)Nc1ccccc1[N+](=O)[O-]	4%
COC(=O)C1=C(C(=O)OC)SC2(S1)C(C(=O)OC)=C(C(=O)OC)SC1=C2c2cccc(OC)c2NC1(C)C	39%
O=C1NN(c2ccc(Br)cc2)C(=O)/C1=C\c1ccc(-c2ccccc2F)o1	24%
CCCCOC(=O)c1ccc(NC(=O)COc2ccc(Cl)cc2Cl)cc1	3%
CCOC(=O)c1c(NC(=O)/C=C/c2ccc(OC)cc2)sc2c1CCC2	0%
O=C(/C=C/c1ccccc1Cl)Nc1ccc(S(=O)(=O)N2CCOCC2)cc1	12%
O=C(NNc1ccccc1)c1ccc(Br)cc1	16%
CC(=O)NC(NC(=S)Nc1cccc(Cl)c1)C(Cl)(Cl)Cl (stereo not given)	4%
COc1cccc(OCCCOc2cc(Cl)ccc2Cl)c1	36%
O=C(c1ccc(F)cc1)N1CCN(CCCc2ccccc2)CC1	0%
COC(=O)C1=C(C)N=c2s/c(=C/c3ccc([N+](=O)[O-])cc3)c(=O)n2C1c1ccccc1 (stereo not given)	2%
O=C(O)c1ccc(N2C(=O)CCC2=O)cc1Cl	6%
CC(C)(O)C#CC(O)c1ccccc1F (stereo not given)	2%
O=C1NCc2ccccc2-c2ccccc21	4%
O=C(Nc1sc2c(c1C(=O)N1CCCCC1)CCCC2)c1ccccc1	14%
COc1ccc(C(=O)N2CCCCC2)cc1S(=O)(=O)N1CCOCC1	5%
C=CCc1ccc(OCCOc2ccc(/C=C3\SC(=S)N(CC)C3=O)cc2)c(OC)c1	1%
O=C(N/N=C/c1ccccc1OCc1ccccc1)Nc1ccccc1	23%
CCOC(=O)c1c(-c2ccccc2)oc2cc(Br)c(OC(=O)CC)cc12	11%
O=C(O)c1cccc(N=Cc2ccccc2O)c1	6%
CCc1ccc(S(=O)(=O)Nc2cc(Br)c(O)c3ccccc23)cc1	13%
CCOC(=O)c1cocc1C(=O)Nc1ccccc1C(=O)O	2%
O=C(c1ccccc1)N1CCN(c2ccc([N+](=O)[O-])cc2F)CC1	8%
COc1ccc(C2CC(c3ccc(Cl)cc3)=NN2c2ccccc2F)cc1OC (stereo not given)	9%
CC1(C)CC2(C=CC(=O)C=C2)C(SCc2ccccc2)=N1	4%
Cc1ccc(N2C(=O)NC(=O)/C(=C/c3cccc(C(F)(F)F)c3)C2=O)cc1	2%
N#COc1ccc(Nc2ccc(OC#N)cc2)cc1	16%
Cc1cc(C)n(-c2cc(Oc3ccc(-c4ccccc4)cc3)nc(-c3ccccc3)n2)n1	13%
O=C(NCCCc1ccccc1)C1(c2ccccc2)CCCC1	10%
CC(=O)Nc1cccc(-c2csc(Nc3ncccn3)n2)c1	14%

Source: PubChem (MTDP)

Not all compounds are listed, so the mix of outcomes need not match the whole.
